ROMK primary – human ROMK K+ channel modulation, primary screen. P48048. Tet-inducible ROMK, thallium flux fluorescence; actives lie on both sides. B-score at 10 µM. 130,000 compounds, 2% hits. AID 1918;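 active means signal ratio slope over the read window, or its plate-corrected B-score, at least 3 SD from the plate mean, either direction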;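 further: B-score of the F/F0 ratio slope over 7 to 12 s after thallium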
PMI act satM6P – activators of human phosphomannose isomerase at near-saturating mannose 6-phosphate. P34949. coupled PMI enzyme assay, resazurin fluorescence, 20 min; stronger effect = higher value; 1 = untreated enzyme, 0 = substrate-free blank. activation factor at 20 µM. 190,000 compounds, 0.34% hits. AID 1216;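 active means activation factor of 2 or more at 20 µM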
Target sequence (P34949 whole entry, looked up): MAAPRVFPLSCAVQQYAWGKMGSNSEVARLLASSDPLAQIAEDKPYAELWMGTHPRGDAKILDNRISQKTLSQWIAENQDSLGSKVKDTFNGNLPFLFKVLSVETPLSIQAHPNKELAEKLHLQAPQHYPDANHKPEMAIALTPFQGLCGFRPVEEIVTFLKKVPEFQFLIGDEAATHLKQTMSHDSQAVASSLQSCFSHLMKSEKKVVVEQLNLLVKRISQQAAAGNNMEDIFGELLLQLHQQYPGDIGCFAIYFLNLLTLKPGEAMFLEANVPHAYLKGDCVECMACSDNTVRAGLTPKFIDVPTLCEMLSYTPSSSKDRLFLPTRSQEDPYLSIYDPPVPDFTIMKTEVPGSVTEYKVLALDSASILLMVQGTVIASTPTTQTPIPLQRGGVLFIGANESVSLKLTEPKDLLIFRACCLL
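Material: human phosphomannose isomerase with PGI, G6PDH, diaphorase coupling enzymes / Reagent: Man-6-P substrate 1.0 mM / Dosing: single compound dose of 20 µM, 1% DMSO final / Incubation: enzyme reaction with compound 20 min at room temperature / Signal: resorufin fluorescence (Ex 544/Em 590 nm) from resazurin via diaphorase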
G6PDH CS – L. mesenteroides G6PDH inhibition counter-screen | 200,000 compounds, 0.12% hits | Purified L. mesenteroides G6PDH, diaphorase/resazurin coupled fluorescence, 45 min | inhibition, % at 5 µM; in the data active means inhibition above about 50%
PPARg SRC-1 ag – promotes SRC-1 coactivator recruitment by human PPARgamma | 200,000 compounds, 0.41% hits | AID 631 | activation, % at 8 µM | PPARgamma-SRC-1 coactivator recruitment biochemical assay; in the data active means activation above about 19%;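 further: 0% = DMSO and 100% = reference agonist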
PPARg SRC-2 ag – agonists of SRC-2 recruitment by human PPARgamma; P37231; PPARgamma LBD-SRC-2 recruitment, biochemical; 200,000 compounds, 0.34% hits; activation, % at 8 µM; in the data active means activation above about 22%;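 further: 0% = vehicle and 100% = reference agonist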
TR-FRET SRC-2 ct – flags TR-FRET format artefacts in PPARgamma SRC-2 recruitment agonist screen; TR-FRET artefact counter-screen; stronger effect = higher value; TR-FRET ratio at 8 µM; 200,000 compounds, 0.4% hits; AID 1049; in the data active means TR-FRET ratio above about 2000; further: inactives centre near 1500
S1P3 antagonist – antagonists of human S1P3 receptor | Q99500 | CHO S1P3 NFAT-BLA reporter, FRET fluorescence, antagonist mode | inhibition, % at 4.98 µM | 170,000 compounds, 0.27% hits;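 active means inhibition above the plate cutoff, the mean inhibition of test wells on that plate plus 3 SD, cut at about 28% in these data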;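 further: cells challenged with S1P at its EC80 of 0.8 µM; blue over green emission ratio from cleaved BLA substrate after 4 h stimulation; 0% = S1P-stimulated wells and 100% = unstimulated DMSO-only wells; some compounds past the cut are filed as inactive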
Target sequence (Q99500 whole entry, looked up): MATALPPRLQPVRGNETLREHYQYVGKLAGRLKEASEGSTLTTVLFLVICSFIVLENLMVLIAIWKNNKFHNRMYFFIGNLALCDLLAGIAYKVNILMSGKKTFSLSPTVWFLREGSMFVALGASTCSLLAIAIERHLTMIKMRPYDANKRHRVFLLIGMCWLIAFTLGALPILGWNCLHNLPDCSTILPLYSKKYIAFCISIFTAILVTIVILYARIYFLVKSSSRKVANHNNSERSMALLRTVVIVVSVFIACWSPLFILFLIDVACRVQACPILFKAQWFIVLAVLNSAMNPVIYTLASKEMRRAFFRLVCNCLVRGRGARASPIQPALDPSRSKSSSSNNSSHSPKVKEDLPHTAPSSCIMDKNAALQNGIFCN
Diaphorase inh – inhibits diaphorase or chemically oxidizes, flagging diaphorase assay artifacts; diaphorase resazurin-to-resorufin fluorescence, NADH, 16 min; bacterial (C. kluyveri) enzyme, not human; AID 1217; 190,000 compounds, 0.69% hits; inhibition, % at 20 µM;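 active means primary screen inhibition at 20 µM above a set limit, cut at about 50% in these data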;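 further: plate controls were DMSO with full reaction for no effect and wells lacking NADH for full effect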
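Benchmarks: positive control wells lacking NADH, neutral wells with DMSO only. System: bacterial diaphorase enzyme (C. kluyveri). Input: 0.14 U/mL diaphorase, enzyme working solution. Detection: resorufin fluorescence, excitation 544 nm, emission 590 nm. Times: 16-min room-temperature incubation before reading.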
Diaph act CS – activates diaphorase or chemically reduces, flagging diaphorase assay artifacts; Diaphorase/resazurin coupled assay, resorufin fluorescence, 16 min; stronger effect = higher value; 1 = vehicle wells, 0 = NADH-free wells; activation factor at 20 µM; 190,000 compounds, 0.005% hits; AID 1229;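 active means diaphorase activity raised at least twofold by the compound at 20 µM; inactive means activation factor below 2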
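Test system: Clostridium kluyveri diaphorase, purified enzyme; input: enzyme 0.07 U/mL final; buffer or medium: 50 mM HEPES pH 7.4 with 4.542 mM MgCl2, 0.005% Tween 20; also added: 0.114 mM NADH and 0.1 mM resazurin, final amounts; schedule: 16 min enzyme reaction, ambient temperature; technique: fluorescence of resorufin, 544 nm excitation, 590 nm emission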
PPARg SRC3 recr – promotes SRC-3 coactivator recruitment by human PPARgamma; AID 731; 200,000 compounds, 0.26% hits; biochemical PPARgamma/SRC-3 coactivator recruitment assay; activation, % at 8 µM; in the data active means activation above about 23%;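 further: 0% = DMSO and 100% = reference agonist; some compounds past the cut are filed as inactive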
PMI act – phosphomannose isomerase (human) activation | AID 1214 | P34949 | activation factor at 20 µM | 190,000 compounds, 0.005% hits | purified human PMI, coupled resazurin fluorescence, 20 min; stronger effect = higher value; 1 = vehicle control, 0 substrate-free wells;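 active means activation factor of 2 or more at 20 µM, relative to plate controls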
Numbers without * were called inactive; / = not tested or not shown.

SMILES | ROMK primary | PMI act satM6P | G6PDH CS | PPARg SRC-1 ag | PPARg SRC-2 ag | TR-FRET SRC-2 ct | S1P3 antagonist | Diaphorase inh | Diaph act CS | PPARg SRC3 recr | PMI act
COc1cccc(NC(=O)Nc2cccnc2)c1 | -0.35 | 0.8 | 10 | 12 | 5 | 1881 | -12 | 14 | 0.9 | 6 | 0.8
O=C(Nc1ccc(S(=O)(=O)Nc2ncccn2)cc1)c1ccccc1NS(=O)(=O)c1ccc(F)cc1 | -0.6 | 1 | 11 | 1 | 0 | 1600 | -11 | 4 | 1 | -3 | 1
CC(C)Cc1nc2oc3c(=O)[nH]cnc3c2c2c1CCCC2 | 0.25 | 1.1 | 8 | 4 | 2 | 1487 | -8 | 3 | 1 | -2 | 1.1
CCOC(=O)c1cc(NC(=O)c2ccccc2)c(=O)n2c1oc1ccccc12 | / | 0.8 | 0 | 8 | -5 | 1624 | -12 | 15 | 0.8 | 2 | 0.9
COc1ccccc1N1CCN(C(=O)c2ccc(Cn3c(=S)[nH]c4cc5c(cc4c3=O)OCO5)cc2)CC1 | 0.031 | 1 | 0 | 7 | 0 | 1481 | 1 | 6 | 0.9 | 1 | 1
Cc1nn(Cc2c(F)c(F)c(F)c(F)c2F)c(C)c1NC(=O)c1ccc(COc2ccc(F)cc2)o1 | -0.67 | 0.8 | 4 | 3 | -3 | 1445 | / | 17 | 0.8 | -6 | 0.8
COc1ccc2cc(Br)ccc2c1CC(=O)NC1CC(C)(C)NC(C)(C)C1 | -2.9* | 1 | 12 | -2 | -3 | 1627 | / | -1 | 1 | -2 | 1
Cc1cc(C(=O)Nc2ccc(S(=O)(=O)N3CCCC3)cc2)no1 | 0.022 | 1.1 | 6 | -8 | 6 | 1490 | -13 | 3 | 1 | -2 | 1.1
CCOC(=O)C1CCN(C(=O)Nc2cccc(Cl)c2)CC1 | -0.13 | 1 | 2 | -4 | 2 | 1606 | / | 9 | 0.9 | 1 | 0.9
COc1ccc(NC(=O)NCCCN2CCc3ccccc3C2)cc1 | / | 0.9 | -7 | 2 | 2 | 1585 | 7 | 13 | 0.9 | 1 | 0.9
CC(=O)Cn1c(N2CCC(Cc3ccccc3)CC2)nc2c1c(=O)[nH]c(=O)n2C | / | 0.9 | 8 | -3 | -7 | 1707 | -21 | 15 | 0.8 | -11 | 0.9
COC(=O)c1ccc(Cl)c(NC(=O)CN(c2ccc(OC)c(OC)c2)S(C)(=O)=O)c1 | 0.23 | 1.1 | 5 | 2 | 4 | 1464 | -2 | 10 | 0.9 | 4 | 1
CSc1ccccc1NC(=O)c1cc2ncc(Br)cn2n1 | -0.17 | 1 | 0 | 19 | 6 | 1853 | -14 | 29 | 0.7 | 3 | 1
Cc1ccc(/C=N/NC(=O)c2cccc(S(=O)(=O)Nc3ccccc3Cl)c2)s1 | / | 0.9 | -12 | 1 | -1 | 1631 | -10 | 20 | 0.8 | 2 | 0.8
CCc1cc(C(=O)N2CCCC(CCC(=O)N3CCN(c4ccccn4)CC3)C2)no1 (centres undefined) | -0.77 | 1 | 13 | -5 | 1 | 1616 | 3 | -4 | 1 | 8 | 0.9
Cc1[nH]c2ccccc2c1SCC(=O)O | / | 0.9 | 10 | -4 | -7 | 1530 | / | 3 | 1 | -3 | 0.9
O=C(Oc1ccccc1-c1nnco1)c1ccc(Cl)cc1 | -1.5 | 1.1 | 3 | 1 | 6 | 1701 | / | 4 | 1 | 4 | 1.1
CCc1ccc(C(=O)CSc2n[nH]c(-c3ccncc3)n2)cc1 | -0.2 | 1.2 | 0 | 3 | 6 | 1476 | / | 5 | 0.9 | 2 | 1.1
CCC(Oc1ccccc1)C(=O)Nc1ccccn1 (centres undefined) | / | 1.1 | 12 | -4 | -4 | 1480 | -12 | 8 | 0.9 | 0 | 0.9
CC(=O)c1ccc(S(=O)(=O)N2CCN(c3ccccc3F)CC2)cc1 | -0.54 | 0.9 | 6 | -5 | -1 | 1511 | -2 | 4 | 1 | 0 | 1
O=C(Nc1ccc(Cl)cc1)N[C@@H]1c2c(ccc3ccccc23)OC[C@@H]1CO | / | 0.8 | 7 | 0 | -8 | 1474 | / | 12 | 0.9 | 5 | 0.8
CCN1CCN(C(=S)Nc2ccc(Cl)cc2)CC1 | / | 1 | 15 | -3 | -3 | 1534 | / | 9 | 0.9 | -5 | 0.9
CC(C)(C)n1cnc2cc(NCc3cccs3)ccc21 | -0.69 | 0.8 | 5 | 14 | 2 | 1566 | 12 | 15 | 0.9 | 7 | 0.9
COc1ccc(C(=O)N2CCC(C(=O)c3ccc(F)cc3)CC2)cc1 | -1.3 | 0.9 | 8 | 5 | 8 | 1479 | / | 7 | 0.9 | -18 | 0.9
N#Cc1cccc(NC(=S)Nc2ccccc2)c1 | -0.56 | 0.9 | 6 | 2 | 8 | 1746 | -13 | 9 | 0.9 | -1 | 0.9
O=C(NCCCn1ccnc1)c1cnn2c1NC(c1ccccc1)CC2C(F)(F)F (centres undefined) | 0.0035 | 1 | 7 | 6 | -1 | 1581 | -12 | 13 | 0.9 | 0 | 1
CCOc1ccc(NC(=O)COC(=O)c2ncc(Cl)c(Cl)c2Cl)cc1 | -0.0046 | 1.1 | 13 | 10 | 0 | 1583 | 1 | -8 | 1.1 | -1 | 1.1
Cc1ccc(-n2[nH]c(C)c(/C=N/NC(=O)c3cccc([N+](=O)[O-])c3)c2=O)cc1C | / | 1 | -15 | 2 | 5 | 1501 | 7 | 22 | 0.8 | 4 | 0.9
O=C(COC(=O)CC1CC2CCC1C2)NC(=O)NC1CCCC1 (centres undefined) | -0.032 | 0.9 | 3 | -6 | -3 | 1598 | 0 | 16 | 0.8 | -1 | 0.9
O=C(c1ccccc1)c1ccc(OC(=O)N2CCOCC2)cc1 | / | 1 | -4 | 10 | 5 | 1392 | 32 | 0 | 1 | -2 | 1.1

Structures from the list above that have an aryl thioether with sulfur outside any ring:
SMILES | ROMK primary | PMI act satM6P | G6PDH CS | PPARg SRC-1 ag | PPARg SRC-2 ag | TR-FRET SRC-2 ct | S1P3 antagonist | Diaphorase inh | Diaph act CS | PPARg SRC3 recr | PMI act
CSc1ccccc1NC(=O)c1cc2ncc(Br)cn2n1 | -0.17 | 1 | 0 | 19 | 6 | 1853 | -14 | 29 | 0.7 | 3 | 1
Cc1[nH]c2ccccc2c1SCC(=O)O | / | 0.9 | 10 | -4 | -7 | 1530 | / | 3 | 1 | -3 | 0.9
CCc1ccc(C(=O)CSc2n[nH]c(-c3ccncc3)n2)cc1 | -0.2 | 1.2 | 0 | 3 | 6 | 1476 | / | 5 | 0.9 | 2 | 1.1

Further entries.
SMILES | ROMK primary | PMI act satM6P | G6PDH CS | PPARg SRC-1 ag | PPARg SRC-2 ag | TR-FRET SRC-2 ct | S1P3 antagonist | Diaphorase inh | Diaph act CS | PPARg SRC3 recr | PMI act
CC(C)CNC(=O)NC(=O)COC(=O)c1ccccc1Sc1ccc(C(F)(F)F)cc1[N+](=O)[O-] | / | 0.9 | -11 | 0 | 3 | 1698 | -4 | 19 | 0.8 | 5 | 0.8
O=C(CCCN1C(=O)/C(=C\c2cccs2)SC1=S)NNC(=O)c1cccnc1 | 0.18 | 1.1 | 0 | -9 | 1 | 1349 | -19 | -3 | 1 | 0 | 1.1
C#Cc1ccc([C@H]2C=C(C(=O)N3CCN(Cc4ccccc4)CC3)O[C@@H](OCc3ccc(CO)cc3)C2)cc1 | / | 0.9 | 7 | 1 | 11 | 1660 | -16 | 26 | 0.7 | 0 | 0.9
CC(/C=N/n1c(-c2cc(C)[nH]n2)n[nH]c1=S)=C\c1ccccc1 | / | 0.9 | 4 | 8 | 0 | 1521 | -2 | 51* | 0.5 | -3 | 0.8
Cc1ccc(S(=O)(=O)N2CCCC2C(=O)Nn2cnnc2)cc1 (centres undefined) | / | 1 | 2 | 3 | 0 | 1459 | / | -6 | 1.1 | -3 | 1.1
Cc1cc(C)n(CCNC(=O)CCc2nnc(CCc3ccccc3)o2)n1 | 0.87 | 0.9 | 14 | -5 | -1 | 1540 | -11 | 17 | 0.8 | -4 | 0.9
O=C(Nc1nc(-c2ccc3ccccc3c2)cs1)c1ccc(N2C(=O)CCC2=O)cc1 | 0.12 | 1.1 | 12 | 2 | -2 | 1588 | 3 | 2 | 1 | 0 | 1
Cc1ccc(-c2cc(=O)c3cc(Cl)ccc3[nH]2)cc1 | / | 1.1 | 8 | -1 | 0 | 1564 | 2 | -5 | 1 | 2 | 1
Cc1onc(-c2c(Cl)cccc2Cl)c1C(=O)NCCc1ccc(S(N)(=O)=O)cc1 | 0.26 | 1.1 | 6 | 1 | -3 | 1331 | / | 3 | 1 | 1 | 1
COc1ccccc1CC(=O)Nc1cccc(C(=O)NN2C(=O)c3ccccc3C2=O)c1 | / | 0.8 | -2 | 2 | 4 | 1607 | 1 | 15 | 0.9 | 8 | 0.8
Cn1ccnc1SCC(=O)NC1CCCCC1 | 0.65 | 1.2 | 11 | -4 | -7 | 1433 | / | -21 | 1.2 | -10 | 1.1
O=C(NNC1=C(C(=O)C(F)(F)F)CCC1)c1cccc(Cl)c1 | 5.8* | 1.2 | -2 | 0 | 5 | 1520 | / | 7 | 0.9 | 2 | 1.1
COc1ccc(N=Cc2cc(Cc3ccccc3Cl)cc([N+](=O)[O-])c2O)cc1OC | -1.9 | 0.5 | 32 | 1 | 3 | 1562 | -22 | 22 | 0.8 | 1 | 0.9
O=C(COC(=O)C1CC1)NC(=O)NCc1ccccc1 | 0.26 | 1.1 | 2 | 7 | 4 | 1495 | -14 | 3 | 1 | 2 | 1.1
COc1ccc2c(=O)c(-c3cnn(-c4ccccc4)c3)c(C)oc2c1 | / | 0.9 | 1 | 1 | 1 | 1395 | / | 17 | 0.8 | 5 | 1
COCCOC(=O)C1=C(C)NC2(O)c3ccccc3C(=O)C12O (centres undefined) | 0.024 | 0.3 | 6 | 2 | -3 | 1410 | -23 | 74* | 0.3 | -6 | 0.3
COC(=O)N1CCN(c2ccc(C)cc2)C(C)C1 (centres undefined) | 1.2 | 0.9 | 7 | 4 | -6 | 1320 | -1 | 23 | 0.8 | 0 | 0.9
COCCCNC(=O)/C(C#N)=C/c1cc(C)[nH]c1C | / | 1 | 8 | -1 | -2 | 1683 | -16 | 1 | 1 | 1 | 1
C/C(=N\OCC(=O)NC(C)C)c1cccs1 | -0.092 | 1.1 | 6 | -4 | 1 | 1476 | -3 | 5 | 1 | 2 | 1.1
CCOC(=O)N/N=C/c1ccc(Oc2ccccc2)cc1 | -0.7 | 1 | -4 | 6 | -10 | 1189 | -2 | -4 | 1 | 0 | 1
